12-hLO inh: inhibitors of human 12-lipoxygenase (ALOX12) | P18054 | purified 12-hLO, xylenol orange hydroperoxide absorbance | Potency, µM (doses to about 57.1 µM), inactives show at the highest dose activity change, negative = inhibition, most hits filed as inhibitors | hit rate 0.12% among 150,000 | AID 1452; further: potency means the concentration at half of the fitted maximal effect; nearly all actives have a fitted effect of over 55% in size; many of its hits are not listed in these tables
Target sequence (P18054 whole entry, looked up): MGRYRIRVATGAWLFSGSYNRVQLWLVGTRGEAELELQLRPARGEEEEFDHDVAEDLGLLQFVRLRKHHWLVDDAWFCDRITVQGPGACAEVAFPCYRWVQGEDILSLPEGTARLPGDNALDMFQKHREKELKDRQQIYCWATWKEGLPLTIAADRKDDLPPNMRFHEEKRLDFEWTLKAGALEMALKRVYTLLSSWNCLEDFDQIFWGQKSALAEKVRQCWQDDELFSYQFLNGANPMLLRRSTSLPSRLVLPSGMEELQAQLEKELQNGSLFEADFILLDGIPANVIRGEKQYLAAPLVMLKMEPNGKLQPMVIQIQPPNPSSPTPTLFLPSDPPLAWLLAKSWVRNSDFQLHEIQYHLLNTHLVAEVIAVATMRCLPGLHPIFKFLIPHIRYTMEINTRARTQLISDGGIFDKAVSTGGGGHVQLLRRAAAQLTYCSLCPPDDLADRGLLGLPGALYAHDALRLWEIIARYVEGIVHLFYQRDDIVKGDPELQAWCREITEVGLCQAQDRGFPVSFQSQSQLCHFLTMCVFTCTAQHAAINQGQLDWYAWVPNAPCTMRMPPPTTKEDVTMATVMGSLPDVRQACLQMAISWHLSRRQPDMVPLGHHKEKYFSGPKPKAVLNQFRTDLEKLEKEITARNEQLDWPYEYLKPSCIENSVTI
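Hydroperoxide formation by human 12-lipoxygenase from 40 uM arachidonic acid was followed colorimetrically via ferric-xylenol orange complex, using the 573/405 nm absorbance ratio. Enzyme concentration was 150 nM, with 30 min reaction at room temperature.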
PNC assembly inh: inhibitors of perinucleolar compartment assembly; PC3M PTB-GFP, PNC prevalence imaging, 16 h; stronger effect = lower value; activity change (PNC), negative = inhibition, % at 10 µM; hit rate 3.1% among 140,000; AID 2417;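 active means readout at or below -70, meaning at least 70% loss of cells showing the perinucleolar compartment, a nuclear body marking cancer cells; inconclusive means readout between -30 and a set limit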;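 further: plate controls were DMSO wells for no effect and camptothecin positive control wells for full effect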
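PC3M cells stably expressing PTB-GFP, 750–1000 cells/well, treated 16 h at 37 °C with compound (23 nl of library stock), in duplicate. After paraformaldehyde fixation and Hoechst stain, imaged at 20x; PNC prevalence scored by image analysis.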
IMPase cell inh: IMPase inhibition in cells | P97697 | CHO-M1 cells, IP1 accumulation, HTRF TR-FRET ratio | inhibition (IP1 accumulation), % at 46.1 µM | 120,000 tested, under 10 active; active means well fitted curve in the direction sought with a large enough effect in the signal ratio, not every such curve was filed as active; inconclusive means small, poorly fitted or top-dose-only effect, or a change in a side signal; inactive means no such curve, though single readings can be large or run the other way; the % refers to the signal ratio;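 further: cells stimulated with carbachol in lithium chloride buffer; plate controls were DMSO basal wells for no effect and reference inhibitor wells for full effect; higher means more IMPase inhibition seen as more IP1 and lower FRET ratio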
Target sequence (P97697 whole entry, looked up): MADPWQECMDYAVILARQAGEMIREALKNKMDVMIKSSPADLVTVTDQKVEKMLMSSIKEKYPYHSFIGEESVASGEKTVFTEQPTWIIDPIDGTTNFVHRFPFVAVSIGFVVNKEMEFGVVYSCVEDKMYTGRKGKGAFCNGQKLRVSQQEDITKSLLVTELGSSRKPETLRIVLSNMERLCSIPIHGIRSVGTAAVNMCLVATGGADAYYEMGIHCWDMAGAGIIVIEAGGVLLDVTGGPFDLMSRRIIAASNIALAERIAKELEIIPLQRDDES
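The IP-One HTRF competitive assay in carbachol-stimulated CHO-M1 cells quantifies cellular IP1. Compounds spanned up to 46 uM final, and activity is expressed as AC50 from concentration-response fits of the ratio and donor data.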
15-hLO-2 inh: blocks human 15-lipoxygenase 2 activity; purified 15hLO-2, xylenol orange hydroperoxide absorbance; AID 881; O15296; Potency, µM (highest dose often 57.1 µM), for the others: top-dose activity change, negative = inhibition, most hits filed as inhibitors; hit rate 0.56% among 110,000; further: potency means the concentration at half of the fitted maximal effect; nearly all actives have a fitted effect of over 60% in size; many of its hits are not listed in these tables
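Purified human 15hLO-2 (50 nM) preincubated 15 min with compound, then 45 uM arachidonic acid for 90 min at RT in 25 mM Hepes pH 7.5, 0.01% Triton X-100. Hydroperoxide detected by Fe-xylenol orange; 573/405 nm absorbance ratio.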
* hit, by the source's call; ? = inconclusive; . = no result given; [ ] = remark or other dose. Unless noted, the call rests on the fitted dose curve; in most records, active means well fitted curve in the direction sought with a large enough effect; inconclusive means small, poorly fitted or top-dose-only effect, or another doubt; inactive means no such curve, though single readings can be large; an effect the other way counts as inactive or inconclusive. Unless noted, on the % scale 0 is the no-effect control and ±100 the full control effect. An excerpt (hit frequency here may not be typical).

| 12-hLO inh | IMPase cell inh | 15-hLO-2 inh | PNC assembly inh | molecule |
| --- | --- | --- | --- | --- |
| 2% | 2[1.84 µM] | -1%[11.4 µM] | 7 | COc1ccc(NC(=O)C(C)N(c2ccc(C)cc2)S(C)(=O)=O)c(OC)c1 (centres undefined) |
| -15% | 3 | -23% | 39 | CC1CCC(NC(=O)Nc2cccs2)CC1 (centres undefined) |
| -2% | . | . | ? | CCCCOc1ccc(NC(=O)c2cc(F)c(F)cc2Cl)cc1 |
| 9% | . | 2% | . | CCCn1c(-c2ccc(F)cc2)nc2c(NCC3CCN(C)CC3)nc(C)nc21 |
| -10% | 10 | -12% | -21 | Cc1cc(NC(=O)COc2ccccc2)n(-c2ccccc2)n1 |
| ? | 7 | ? | ? | Cc1cc(C)cc(NS(=O)(=O)c2ccc(NC(=S)NC(=O)c3ccc(Br)o3)cc2)c1 |
| 0% | 2 | -13% | -28 | O=C(c1ccccc1)N(Cc1ccco1)C1CCS(=O)(=O)C1 (centres undefined) |
| -3% | . | . | 23 | CCCOc1ccc(/C(CC)=N/NC(=O)C2(C)CC2(Br)Br)cc1 (centres undefined) |
| -3% | . | . | ? | COc1cc(C(=O)Nc2cccc(-c3nc4cc(C)ccc4o3)c2)cc(OC)c1OC |
| -8% | 4 | -15% | -22 | CCc1ccc(OCC(=O)N/N=C2\CC(=O)c3ccccc32)cc1 |
| -4% | 2 | 4% | -10 | CN(C)S(=O)(=O)c1cccc(C(=O)Nc2ccc(Cl)cn2)c1 |
| -2% | 1 | -8% | 47 | CCCC(=O)NCc1ccc2c(c1)cc(C)n2C |
| -3% | 5 | 1% | ? | CO/N=C(/CS(=O)(=O)Cc1ccccc1Cl)c1ccc(Cl)cc1Cl |
| 0% | 7 | 0% | ? | CCN(Cc1ccccc1)S(=O)(=O)c1ccc2oc(C(=O)O)c(C)c2c1 |
| -10% | 15 | -2% | -5 | Cc1nc2ccccc2c(=O)n1NCc1cc(Br)cs1 |
| 1% | 2 | . | -23 | COc1ccc(C)cc1-n1nnnc1SCC(=O)Nc1cc(C)on1 |
| -3% | . | . | -27 | CCc1ccc(C(=O)COC(=O)CCc2nc3ccccc3c(=O)[nH]2)cc1 |
| -5% | . | . | 26 | Cc1nccn1CC(=O)N/N=C/c1cccc(O)c1 |
| -10% | 4 | -20% | 11 | Cc1c(C(=O)NCCSCc2ccc(Cl)cc2Cl)cccc1[N+](=O)[O-] |
| -6% | 2 | 1% | -9 | COc1ccc(-c2nnc3sc(CCN4C(=O)c5ccccc5C4=O)nn23)cc1 |
| -8% | 2 | . | -21 | O=C(NC1CCCCC1)c1ccccc1NC(=O)C1CC1 |
| -15% | 5 | 2% | 35 | Cc1ccc(S(=O)(=O)Cc2ccc(C(=O)N3CCc4ccccc4C3)o2)cc1 |
| 2% | -1 | 28% | -20 | COc1ccc(-n2cnc3cc(NC(=O)c4ccco4)ccc32)cc1 |
| -8%[11.4 µM] | . | 19%[11.4 µM] | . | O=c1[nH][nH]c(=S)c(=O)[nH]1 |

Profiles, looked up by structure. Screens in order: 12-hLO inh | IMPase cell inh | 15-hLO-2 inh | PNC assembly inh
Cc1ccc(S(=O)(=O)Cc2ccc(C(=O)N3CCc4ccccc4C3)o2)cc1 across the screens: -15% | 5 | 2% | 35
Cc1c(C(=O)NCCSCc2ccc(Cl)cc2Cl)cccc1[N+](=O)[O-] across the screens: -10% | 4 | -20% | 11
COc1ccc(-c2nnc3sc(CCN4C(=O)c5ccccc5C4=O)nn23)cc1 across the screens: -6% | 2 | 1% | -9
COc1ccc(-n2cnc3cc(NC(=O)c4ccco4)ccc32)cc1 across the screens: 2% | -1 | 28% | -20

The list continues:
| 12-hLO inh | IMPase cell inh | 15-hLO-2 inh | PNC assembly inh | molecule |
| --- | --- | --- | --- | --- |
| 2% | 4 | 2%[2.29 µM] | ? | C/C(CC(O)(/C=N/O)c1ccccc1)=N\O (centres undefined) |
| -4% | 10 | -1% | ? | COc1cc(C)c(N(C(C)=O)c2ccccc2)c(C)c1 |
| -10% | -9 | -1% | -1 | CCOC(=O)C(C#N)c1ccccn1 (centres undefined) |
| 1% | 2 | . | ? | O=S(=O)(NC1c2cccc3cccc(c23)C1Sc1ncccn1)c1ccccc1 (centres undefined) |
| 8% | 0 | -2% | 23 | COc1ccc(CN=C(C)c2c(C(F)(F)F)[nH]n(-c3nc4ccccc4s3)c2=O)cc1 |
| 1% | -1 | 5% | 7 | CCCCOC(=O)c1ccc(NC(=O)CSCc2n[nH]c(=O)[nH]2)cc1 |
| 0% | 1 | -10% | ? | Cc1nn(CC(=O)NCCc2ccccc2)c(=O)c2ccccc12 |
| -3% | -7 | . | -28 | OCCN(CC(O)COc1ccccc1)CC(O)Cn1ccc2ccccc21 (centres undefined) |
| 1% | . | . | ? | CCOc1cc(C(=O)OC(C)C(=O)Nc2ncc(Cl)cc2Cl)ccc1OCC(=O)N1CCOCC1 (centres undefined) |
| 0% | -3 | 1% | 31 | CCCCC(=O)NCCc1ccc(S(N)(=O)=O)cc1 |
| 5% | . | 2% | . | COCC(=O)O |
| -11% | -7 | -22% | -11 | Cc1nc(-c2ccccc2)sc1-c1n[nH]c(=S)n1C |
| 3% | -2 | 26% | 43 | O=C(Nc1nnc(C2CC2)o1)c1ccc(S(=O)(=O)N2CCCc3ccccc32)cc1 |
| 6% | 1 | -1% | -28 | Nc1nc(-c2ccc(Cl)cc2)cc(C(F)(F)F)n1 |
| -7% | -2 | . | ? | CSc1oc(-c2ccco2)nc1S(=O)(=O)c1ccc(F)cc1 |
| -2% | . | . | ? | COc1ccc2c(c1)OC1(C)CC2C(C(=O)c2ccccc2OC)C(=O)N1 (centres undefined) |
| 5% | -1 | 6% | -25 | COc1ccc(NC(=O)CSc2nc3ncccc3[nH]2)cc1OC |
| -3% | . | . | 35 | Cc1nc2[nH]c(=S)n(C)c(=O)c2nc1C |
| -1% | -3 | . | 33 | O=C(Cc1ccc(F)cc1)N1CCN=C1SCc1ccc([N+](=O)[O-])cc1 |
| 0% | 0 | . | 47 | CCOC(=O)Cc1nnc(Nc2ccc(C)cc2)c2ccccc12 |
| -7% | 6 | . | 24 | Nc1nonc1-n1nnc(C(=O)N/N=C/c2cc(Br)ccc2O)c1CSC1=NCCS1 |
| 3% | 4 | -11% | ? | COC(=O)c1nc(NC(=O)c2ccccc2Cl)n[nH]1 |
| 0% | . | 25% | . | Cc1nc(N2CCOCC2)c2nc(-c3ccccc3)n(CCN3CCCCC3)c2n1 |
| 7% | 4 | . | -26 | Cc1ccc(OC(=S)Nc2ccc(F)cc2)cc1 |
| -2% | 4 | -16% | 10 | CSC1=C(C#N)C(c2cccs2)CC(=O)N1C (centres undefined) |
| -4% | 0 | 0% | 34 | COc1cc(OC)cc(C(=O)NC2=NCCS2)c1 |
| -4% | -3[1.84 µM] | 5%[11.4 µM] | 32 | COCCCn1c(CCC(=O)O)ccc1-c1ccc(F)cc1 |
| -8% | 8 | -11% | -20 | CC(=O)N1CCN(c2ccccc2NC(=O)c2cc(Br)ccc2Cl)CC1 |
| -1% | 11 | -3% | ? | CCOC(=O)Cc1csc(SCC(=O)Nc2cc(Cl)ccc2Oc2ccccc2)n1 |
| -3% | -9 | -6% | -17 | CCOC(=O)c1ncn2c1C(=O)OC2(C)C |
| 0% | ? | -2% | 33 | CSc1ccccc1NC(=O)CSCc1ccc(Br)cc1 |
| -4% | -2 | 12% | 18 | Cc1nc2c(-c3ccc(F)cc3)c(C)nn2c(C)c1CCC(=O)N1CCOCC1 |
| -6% | ? | -1% | ? | CN(C)c1nc(-c2ccccc2)cc(C(F)(F)F)c1C#N |
| -1% | 4 | -5% | 22 | COCCCNC(c1ccccc1)c1ccncc1 (centres undefined) |
| -3% | 0 | 18% | -90* | CCCCOc1ccc(Cl)cc1CSc1nncn1N |
| -9% | 6 | -8% | -20 | O=C(CSc1nnc(CNc2ccc(Cl)cc2)n1Cc1ccccc1)NCc1ccco1 |
| -1% | -2 | . | -19 | N#CC1(NC(=O)COc2ccc3oc4ccccc4c3c2)CCCCC1 |
| 3% | 8 | ? | 14 | CCCCCN=C(C)c1c(O)c2ccccc2oc1=O |
| 0% | ? | -9% | 15 | CCOC(=O)c1sc(NC(=O)CSc2nc3c(cc2C#N)CCCCC3)c(C#N)c1C |
| 0% | . | . | -134* | Cc1ccccc1NC(=O)c1ccc(CN(c2ccccc2)S(=O)(=O)c2ccccc2)cc1 |
| -4% | 22 | -3% | 31 | CCOc1ccc(OCC)c(NS(=O)(=O)c2cccc3nsnc23)c1 |
| 1% | 9 | -23% | -19 | O=C(CC1Nc2ccccc2NC1=O)Nc1ccccc1 (centres undefined) |
| -7% | . | . | -1 | Cc1cccc(-n2c(-c3csc4ccccc34)n[nH]c2=S)c1 |
| -5% | 11 | 21% | -15 | Cc1[nH][nH]c(=O)c1C(c1c(C)[nH][nH]c1=O)c1cn(Cc2cccc3ccccc23)c2ccccc12 |
| -3% | . | . | -22 | CCOc1ccc(N(CC(=O)NN=C2CCN(C)CC2)S(C)(=O)=O)cc1 |
| -3% | 4 | -4% | 30 | CCn1c2ccccc2c2cc(C3C(C#N)=C(N)OC4=C3C(=O)CC(C)(C)C4)ccc21 (centres undefined) |
| -5% | -1 | . | ? | O=C1NC(NS(=O)(=O)c2ccccc2)(C(F)(F)F)C(=O)N1c1ccc(F)cc1 (centres undefined) |
| -16% | 1 | ? | -25 | COC(=O)c1sccc1NC(=O)c1cc(-c2cccc(C)c2)nc2ccccc12 |
| 3% | 7 | 9% | -28 | CCCCOc1ccc(/C=N/NC(=O)c2csc(C)c2C)cc1 |
| 4% | . | . | 50 | COc1cccc(C(=O)C[n+]2ccccc2/C=N/O)c1 |
| -2% | 3 | 22% | -15 | Cc1ccc(C)c(CSc2nnc([C@@H](N)C(C)C)o2)c1 |
| -2% | 8 | -5% | 22 | CCC(=O)c1ccc(OCCn2cncn2)cc1 |
| 0% | 1 | 5% | 13 | COC(=O)c1c(NC(=O)c2ccc(Br)o2)sc(C)c1C |
| -1% | 0 | -5% | -17 | CC(C)CC(=O)Nc1ccc2oc(-c3cccnc3)nc2c1 |
| -4% | -5 | -9% | -19 | COc1ccc(CNCCNC(=O)c2ccco2)c(OC)c1OC |
| -1% | 4 | -5% | 8 | Cc1c(NC(=O)c2ccccc2NS(=O)(=O)c2ccc(F)cc2)c(=O)n(-c2ccccc2)n1C |

Continued:
| 12-hLO inh | IMPase cell inh | 15-hLO-2 inh | PNC assembly inh | molecule |
| --- | --- | --- | --- | --- |
| -3% | . | . | 38 | CCOC(=O)c1c(NC(C)=O)sc2c(O)c(Br)cc(Br)c12 |
| -5% | -16 | . | 28 | CCOc1ccc(/C(O)=C2/C(=O)C(=O)N(CCN(C)C)C2c2ccccc2)cc1Cl (centres undefined) |
| -7% | . | . | 33 | CC[C@H](C)[C@@H]1NC(=O)c2cc([N+](=O)[O-])cc(F)c2OCC[C@@H](C(N)=O)NC(=O)[C@H](CCCCN)NC1=O |
| 1% | 1 | -14% | ? | c1ccc(Cc2nn3c(C4COc5ccccc5O4)nnc3s2)cc1 (centres undefined) |
| -4% | 2 | 12% | -21 | c1ccc(NC(=NCc2ccco2)c2ccccc2)cc1 |
| -4% | . | . | 43 | CCOc1cc(/C=N/n2nnnc2N)ccc1OCc1c(C)no[n+]1[O-] |
| 0% | 2 | -3% | 0 | c1ccc(-c2ncc(CSc3nncn3-c3ccccc3)s2)cc1 |
| -4% | 2 | -3% | -17 | CCC(CC)C(=O)N1CCCC(c2nc(-c3cccs3)no2)C1 (centres undefined) |

Gathered by group: the entries above with a nitro group on carbon (3)
| 12-hLO inh | IMPase cell inh | 15-hLO-2 inh | PNC assembly inh | molecule |
| --- | --- | --- | --- | --- |
| -10% | 4 | -20% | 11 | Cc1c(C(=O)NCCSCc2ccc(Cl)cc2Cl)cccc1[N+](=O)[O-] |
| -1% | -3 | . | 33 | O=C(Cc1ccc(F)cc1)N1CCN=C1SCc1ccc([N+](=O)[O-])cc1 |
| -7% | . | . | 33 | CC[C@H](C)[C@@H]1NC(=O)c2cc([N+](=O)[O-])cc(F)c2OCC[C@@H](C(N)=O)NC(=O)[C@H](CCCCN)NC1=O |
